# SSB-PriA inh: K. pneumoniae PriA-SSBct interaction inhibition. AlphaScreen SSBct-PriA binding, biotinylated peptide. inhibition, % at 33 µM. 430,000 tested, 0.6% active. AID 1272365; in the data active means inhibition mostly above about 37%, no sharp cut-off; inactive means mostly below about 20%;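 further: plate controls were negative control peptide for no effect and reference peptide for full effect; strong numbers were not always called active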
# An asterisk follows results filed as active; & = joins results of further samples. An excerpt; rates above refer to the full screens.
SMILES,SSB-PriA inh
N#Cc1ccsc1NC(=O)c1ccccc1I,3
CS(=O)(=O)Nc1ccccc1-c1csc(-c2ccccc2F)n1,-10
COc1ccc(/C=C2\Oc3cc(OCC(N)=O)ccc3C2=O)cc1,-17
Cc1ccc2nc(NC(=O)CN3CCC(c4nn(C)c(=O)n4C4CC4)CC3)sc2c1,1
CCOC(=O)NC(=O)c1ccsc1N,6
COc1ccc(OCC(=O)Nc2ccc3c(c2)N(C(=O)C2CCCO2)CC3)cc1 (stereo not given),-11
COC(=O)c1ccc2c(c1)C(=O)/C(=C/c1ccccc1F)O2,-8&-7
O=C(NN=Cc1cn(Cc2ccccc2)c2ccccc12)c1cc(O)cc(O)c1,17
CN(C)c1ccc(C=Nn2c(COc3ccccc3)n[nH]c2=S)cc1,2
CCN(CC)S(=O)(=O)c1c(C)nn(C(=O)c2ccc3c(c2)OCO3)c1C,-19
COc1ccc(S(=O)(=O)NCCc2sc(C)nc2C)cc1C,3
CCOc1ccc(CNC(=S)NN=Cc2ccc([N+](=O)[O-])cc2)cc1,-7
O=C(NN=Cc1ccccc1[N+](=O)[O-])c1ccncc1,-17
CC(C)(C)c1ccc(C(=O)Nc2ccc(-n3nnn(CC(N)=O)c3=O)cc2)cc1,-13
COc1cccc(OC)c1C(=O)NC[C@@H](c1cccn1C)N1CCCC1,-15
O=C(Nc1ccccc1)Nc1nc(C(=O)NCCc2c[nH]c3ccccc23)cs1,41*
CC(C)n1nccc1C(=O)Nc1nnc(-c2ccc(F)cc2)o1,7
CC(=NNC(=O)c1ccncc1)c1ccc(NC(=O)c2ccc(Cl)cc2Cl)cc1,-2
COC(=O)N1CCC(CNS(=O)(=O)c2cc(C)ccc2C)CC1,-6
O=C(NCc1ccc(C(=O)c2cccs2)s1)Nc1ccccc1Cl,4
CN(CC(N)=O)S(=O)(=O)c1cccc2cnccc12,-7
CCOC(=O)c1c(NC(=O)CSc2cc(C)c3ccccc3n2)sc2c1CCCCC2,1
O=S(=O)(/C=C/c1ccccc1)NCCn1ccc(-c2ccsc2)n1,0
O=C(COc1ccc(Cl)cc1Cl)Nc1nnc(SCC(=O)N2CCCc3ccccc32)s1,5
Cc1oc(-c2ccccc2)nc1Cn1nnc(C(=O)Nc2ccc(C(F)(F)F)cc2)c1N,-16
CCS(=O)(=O)c1ccc(CC(=O)Nc2cccc3c2C(=O)NC3=O)cc1,-11
Cc1cc2ncc(CCCNC(=O)C3CC=CCC3)cn2n1 (stereo not given),8
O=C1CC2(CCN(C(=O)c3ccccc3S(=O)(=O)C(F)F)CC2)Oc2ccccc21,2
CC(=O)N1CCN(c2c(C)cnc3c2c(=O)n(CC(=O)N(C(C)C)C(C)C)c(=O)n3C)CC1,-7
O=c1/c(=C/c2ccco2)sc2nc(-c3ccncc3)nn12,13
CCCCNC(=O)c1cc(-c2ccccc2)oc1C,2
CC(CC(=O)NC(C)c1ccccc1)=NNC(N)=S (stereo not given),-5
O=C(CSc1ccc(-c2ccccn2)nn1)Nc1cccc(C(F)(F)F)c1,34
O=C(Cn1cnc2c(sc3ccccc32)c1=O)Nc1ccc(Br)cc1F,-13&-3
Cn1c(=O)oc2ccc(S(=O)(=O)NCCn3nc(C(F)(F)F)cc3C3CC3)cc21,-24
Cc1cc(C)nc(SCc2nnc(SCC(=O)Nc3ccccc3C(F)(F)F)n2C)n1,-7
CSc1cccc(C(=O)N[C@H](c2cccnc2)C2CCOCC2)c1,-16
O=C(NCCC1=CCCCC1)c1cccc(Oc2ccccn2)c1,-26
O=C(COc1ccc(Cl)cc1)Nc1ccccc1-c1nc2ccccc2s1,-13&-11
COC(=O)c1ccc(CSc2nc3c(cnn3-c3cccc(Cl)c3)c(=O)[nH]2)o1,-8
Cc1ccc(C(=O)Nc2ccc(C(=O)NN=Cc3ccccn3)cc2)cc1,2
NS(=O)(=O)c1ccc(NC(=O)/C=C/c2ccc(F)cc2)cc1,-4
CCNC(=O)N1CCN(Cc2nc(-c3ccc(Cl)cc3)cs2)CC1,9
O=Cc1cccc2cccnc12,-9
CCOc1ccc2nc(NC(=O)c3cccc(S(C)(=O)=O)c3)sc2c1,-5
CC1CN(S(=O)(=O)c2ccc(C(C)(C)C)cc2)CC(C)O1 (stereo not given),4
CCOc1cccc(C2C(=C(O)c3ccc4c(c3)OCCO4)C(=O)C(=O)N2Cc2ccncc2)c1 (stereo not given),1
Cc1cc(C)nc(SCc2cc(=O)c(OC(=O)c3cc4ccccc4o3)co2)n1,-11
Cc1cc(NN=C2CC(C)CC(C)(C)C2)nc2ccccc12 (stereo not given),22
CCOC(=O)c1nn(-c2cccc(Br)c2)c(=O)cc1OCC(=O)NC1CCCC1,-6
# Remaining list, next part:
SMILES,SSB-PriA inh
COc1ccccc1N1CCN(CC(O)=C(C#N)c2nc(-c3ccccc3)cs2)CC1,15
O=C1CCC(=O)N1CCSSCCN1C(=O)CCC1=O,0
Cc1sc(NC(=O)CN2C(=O)CCC2=O)c(C#N)c1C,-10
CC(Nc1ccc(Br)cc1)C(=O)NN=Cc1ccccc1OCc1ccccc1 (stereo not given),-2
O=C(c1ccccc1Cl)N1CC(Oc2nc3ccccc3s2)C1,1
Cn1cnnc1S(=O)(=O)C1CCN(S(=O)(=O)c2ccc(Cl)s2)CC1,14
O=C(O)CC(CC(=O)Nc1ccc(CC(=O)NCC(F)(F)F)cc1)c1cccs1 (stereo not given),-10
O=C(c1ccc([N+](=O)[O-])cc1)N(Cc1ccco1)C1CCS(=O)(=O)C1 (stereo not given),-7
Cc1ccnc(SCc2cc(=O)c(OC(=O)c3ccccc3I)co2)n1,0
Cc1cc(C(=O)Nc2ccc(S(C)(=O)=O)cc2)nn1C,-6
O=C(Nc1nnc(SCc2cccc([N+](=O)[O-])c2)s1)c1ccccc1Cl,4
Cc1ccc(Cl)cc1NC(=O)C(=O)NC[C@@H](c1ccsc1)N1CCN(C)CC1,-1
Cc1[nH]c2ccccc2c1C(c1ccc(OC(F)F)cc1)c1c(C)[nH]c2ccccc12,14
O=C(c1cnccn1)N1CCN(Cc2nc3ccccc3[nH]2)CC1,11
CCOC(=O)NNC(=O)c1ccc(=O)n(Cc2ccc(Cl)cc2)c1,4
CCOC(=O)C(C#N)=C1C=C(C)c2ccccc2N1,-33
O=C(CC12CC3CC(CC(O)(C3)C1)C2)Nc1nc(-c2ccccn2)cs1,97*
Cc1ccc(NC(=O)CC(N)=NOC(=O)c2ccccc2)cc1,-9
CC(C)S(=O)(=O)c1cccc(C(=O)Nc2ccc3c(c2)C(=O)NC3=O)c1,-5
CCOC(=O)c1c[nH]c2ccc(C(F)(F)F)cc2c1=O,-4
CC(C)(O)C(=O)NN=Cc1ccc(OC/C=C/c2ccccc2)cc1,-11
Cn1nnc2c(SCc3cccnc3)ncnc21,-19
O=C(Nc1ccc2scnc2c1)c1cc2c(ccc3ccccc32)oc1=O,2
Cc1cccc(C=NNC(=O)c2csnn2)c1,-22
COc1ccc(C=NN=C2NC(=O)CC(C(=O)O)S2)cc1 (stereo not given),-2
O=c1[nH]c(N2CCN(C3CCCCC3)CC2)nc2c(-c3ccc(Br)cc3)csc12,-5
CSc1ccc(NC(=O)C(C)C)nn1,-11
Cn1cc(S(=O)(=O)N2CCCN(C(=O)c3cn(C)nn3)CC2)cn1,-9
O=C(Cn1nc(S(=O)(=O)c2ccccc2)ccc1=O)Nc1ccccc1Cl,-1
CCCN1CCCc2cc(CCNS(=O)(=O)c3cccc(Cl)c3)ccc21,64*
CCOC(=O)C(C#N)=C1C=C(C)NC(c2ccccc2O)=N1,-21
O=C(CNC(=O)OCc1ccccc1)Nc1nc2c(s1)C(=O)NCCC2,-2
CCC(=O)c1ccc(OC(=O)N(C)C)cc1,-12
NC(=O)c1ccccc1OCC#CCNC(=O)Cc1noc2ccccc12,-11
COc1cc(OC)cc(N2N=NC3C(=O)N(c4ccc5c(c4)CCC5)C(=O)C32)c1 (stereo not given),-4
COc1ccc(-c2nn(CCC(=O)O)cc2/C=C2\SC(=N)NC2=O)cc1,-9
Cc1ccc2nc(NC(=O)CSc3ccc(NC(=O)c4cccs4)nn3)sc2c1,-1&4
O=C(CSc1nc2c(oc3ccccc32)c(=O)n1C1CCCC1)NCCc1ccccc1,2
O=c1[nH]c(NN=Cc2cc3c(cc2[N+](=O)[O-])OCO3)nc2ccccc12,-11
COc1ccc(C(N)=NOC(=O)Cc2cccs2)cc1OC,-21

# In another format: seven of the compounds above.
Compound	SSB-PriA inh
COc1ccc(C(N)=NOC(=O)Cc2cccs2)cc1OC	-21
COc1ccc(-c2nn(CCC(=O)O)cc2/C=C2\SC(=N)NC2=O)cc1	-9
CCC(=O)c1ccc(OC(=O)N(C)C)cc1	-12
CCOC(=O)C(C#N)=C1C=C(C)NC(c2ccccc2O)=N1	-21
NC(=O)c1ccccc1OCC#CCNC(=O)Cc1noc2ccccc12	-11
O=C(CSc1nc2c(oc3ccccc32)c(=O)n1C1CCCC1)NCCc1ccccc1	2
O=C(CNC(=O)OCc1ccccc1)Nc1nc2c(s1)C(=O)NCCC2	-2

# Gathered by group: the compounds so far with a COOH group
SMILES,SSB-PriA inh
O=C(O)CC(CC(=O)Nc1ccc(CC(=O)NCC(F)(F)F)cc1)c1cccs1 (stereo not given),-10
COc1ccc(C=NN=C2NC(=O)CC(C(=O)O)S2)cc1 (stereo not given),-2
COc1ccc(-c2nn(CCC(=O)O)cc2/C=C2\SC(=N)NC2=O)cc1,-9

# (further entries)
SMILES,SSB-PriA inh
O=C(Nc1cc(C(F)(F)F)ccc1Cl)C1CCCN(c2cc(C3CC3)ncn2)C1 (stereo not given),-18
O=C1OC2(CCCN(C(=O)CCNS(=O)(=O)c3ccccc3F)C2)c2ccccc21 (stereo not given),-14
Cn1nc(CNC(=O)Cc2ccc(F)cc2)cc1C1CC1,-3
COc1ccccc1Oc1ccc(S(=O)(=O)NCCC(=O)O)cc1,-7
CCN(CC)CCCN1C(=O)C(=O)C(=C(O)c2ccc(Cl)cc2)C1c1ccccn1 (stereo not given),6
CN(CC(=O)NCc1nc(-c2ccccc2)no1)c1nc2c(C(F)(F)F)cccc2s1,-12
C[C@H](NC(=O)CN1C(=O)c2ccccc2S1(=O)=O)c1ccccc1,-5
O=C(CCSc1nnc2scc(-c3ccccc3)n12)Nc1ccc(-c2nc3ccccc3s2)cc1,0
CC(=O)Nc1ccc(NC(=O)Cn2cccc(-c3nc(-c4ccccc4)no3)c2=O)cc1,-11
Cc1cc(NC(=O)[C@@H]2CCCN2c2nc3ccccc3o2)c2ccccc2n1,-5
Cn1nc([N+](=O)[O-])c(C(C#N)c2nc3ccccc3s2)c(Cl)c1=O (stereo not given),92*
COc1cccc(/C=C(/C#N)c2nc(-c3ccc(C)cc3C)cs2)c1OC,-49
CCOC(=O)c1cnn2ccc(NC(=O)c3ccc4nsnc4c3)cc12,-14
O=[N+]([O-])c1ccc(CN=C(NC(=S)N2CCOCC2)c2ccc([N+](=O)[O-])cc2)cc1,-15
O=C(CN1CCC(c2nnc(-c3ccsc3)o2)CC1)Nc1ccccc1C(F)(F)F,-9
O=C(CSC1c2ccccc2-c2ccccc21)NN=Cc1ccccc1,-16
O=C(NCC1CCCN1c1nccs1)c1ccc(F)cc1Cl (stereo not given),4
CC(=O)Nc1cccc(NC(=O)C(=O)NCCN2CCOCC2)c1,1
COc1ccc(C(=O)N(CCc2ccccc2)Cc2ccccn2)c(OC)c1OC,2
Cc1n[nH]c(C)c1CCC(=O)Nc1cc(C(F)(F)F)ccc1Cl,-4

# Given as labelled records: part of the list above.
Cn1nc([N+](=O)[O-])c(C(C#N)c2nc3ccccc3s2)c(Cl)c1=O (stereo not given)
- SSB-PriA inh: 92*
COc1cccc(/C=C(/C#N)c2nc(-c3ccc(C)cc3C)cs2)c1OC
- SSB-PriA inh: -49
CCOC(=O)c1cnn2ccc(NC(=O)c3ccc4nsnc4c3)cc12
- SSB-PriA inh: -14
O=[N+]([O-])c1ccc(CN=C(NC(=S)N2CCOCC2)c2ccc([N+](=O)[O-])cc2)cc1
- SSB-PriA inh: -15

# (more compounds)
SMILES,SSB-PriA inh
CN(C)c1ccc(NC(=O)Cc2cc(-c3ccc(Cl)cc3)on2)cc1,6
Cc1nnc(C2CCN(CC(=O)Nc3ccc(C(N)=O)cc3)CC2)s1,-28
O=C(Nc1ccc(Cl)cc1F)c1cc(S(=O)(=O)NCCc2ccccc2)ccc1F,-16
O=C(Nc1nccs1)c1ccc(S(=O)(=O)N2CCCCCC2)cc1,0
CC1=CC(=O)C(C(C)C)=CC1=NOC(=O)c1cccc([N+](=O)[O-])c1,6
Cc1cc2ncc(CCCNC(=O)c3cc(-c4ccccc4)on3)cn2n1,-6
O=C(c1ccco1)c1ccc(CNC(=O)[C@@H]2CC=CCC2)s1,-12
COc1ccc(S(=O)(=O)NCC(c2ccco2)N2CCOCC2)cc1OC (stereo not given),2
CCn1c(C)cc(O)c(C(c2ccc3c(c2)OCO3)c2c(O)cc(C)n(CC)c2=O)c1=O,5
CC12CCC3C(CCC4CCCCC43C)C1CC(c1nc3ccccc3[nH]1)=C2O (stereo not given),-5
Cc1cccnc1NC(=O)CCn1cnc2c(cnn2-c2ccc(F)cc2)c1=O,-4
CC(=O)NCCn1ncc2c(=O)n(Cc3cccc(C)c3)cnc21,9
Cn1c(=O)c2c(SCC(=O)Nc3ccc(C(N)=O)cc3)nc(-c3ccccc3F)nc2n(C)c1=O,-13
Cc1noc(C)c1Cn1cccc1-c1nc(-c2ccc(OC(F)(F)F)cc2)no1,-22
CC1CN(CC(O)COc2ccccc2-c2ccccc2)CC(C)O1 (stereo not given),-14
CCCCCCCCc1ccc(-c2ccc(C(=O)OC3CC(C)CCC3C(C)C)cc2)cc1 (stereo not given),-18&-17
COc1ccccc1-n1c(C)cc(C(C[N+](=O)[O-])c2ccc(C)cc2)c1C (stereo not given),-1
CCCC(=O)Nn1cnc2c(cnn2-c2ccccc2)c1=O,-9
CC1CCN(c2nc(N3CCCC3)c3n[nH]nc3n2)CC1,-7
COc1cc(C(=O)ON=C2C=C(C)C(=O)C=C2C)cc(OC)c1OC,-2
Cc1ccc2c(C)nc(NC(N)=NS(=O)(=O)c3ccc([N+](=O)[O-])cc3)nc2c1,-2
COc1ccc2cc(C(=O)N(CCc3cccs3)Cc3ccoc3)[nH]c2c1,-6
